Screens (PubChem BioAssay)
PfHsp90 set2 = inhibits growth of yeast expressing Plasmodium falciparum Hsp90. S. cerevisiae expressing PfHsp90, BacTiter-Glo ATP, 48 h; yeast lacking PDR1 and PDR3 efflux regulators. inhibition, % at 9.4 µM. hit rate 0.32% among 310,000. AID 504621;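 active means every replicate shows inhibition above about 80%, whatever the replicate mean, limit read from the data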;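 further: 0% = DMSO neutral controls and 100% = 20 µM radicicol positive controls; yeast relying on Plasmodium falciparum Hsp90 in place of its own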
RTF Ca sens inh = cardiac RTF calcium desensitization; IANBD-labeled cardiac RTF, Ca2+ fluorescence; inhibition, % at 7.15 µM; hit rate 0.12% among 340,000; AID 493244;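 active means inhibition above the mean inhibition of all tested compounds plus 3 SD, cut at about 17% in these data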;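 further: assay run at fixed EC70 calcium of 1.6 mM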
C-LANA FP = blocks KSHV LANA C-terminal domain binding to DNA | hit rate 0.078% among 340,000 | MBP-C-LANA/FAM-LBS DNA binding, fluorescence polarization | inhibition, % at 9 µM | AID 504423;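 active means highest replicate inhibition at or above 60% at 9 µM, even if other replicates fall short; inactive means all replicates below 60% inhibition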;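 further: 0% = neutral control wells and 100% = 4 µM acridine orange control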
CDK5 p35 inh = inhibitors of human CDK5/p35 kinase | Q00535+Q15078 | Recombinant CDK5/p35, ADP-Glo luminescence, 60 min | inhibition, % at 10 µM | hit rate 0.01% among 330,000 | AID 488839;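 active means highest replicate inhibition of at least 50% and at least 75% of replicates reaching 50%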;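 further: plate controls were DMSO neutral control for no effect and GW8510 at 10 µM for full effect; many of its hits are not listed in these tables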
dFosB activator = activators of mouse delta FosB homodimer; P13346; purified delta FosB, TAMRA-CDK5 oligo fluorescence polarization; percent of positive-control signal above neutral wells; activation, % at 25 µM; hit rate 0.99% among 340,000; AID 493131;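 active means mean activation above about 17%, with every replicate also reaching it, limit read from the data, passing the limit was not always enough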;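 further: fluorescence polarization rise as delta FosB binds a TAMRA Cdk5 AP-1 oligo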
NSD2 HMT inh = blocks human histone methyltransferase NSD2; O96028; NSD2 peptide methylation, AlphaScreen, 120 min; inhibition, % at 12.5 µM; hit rate 0.54% among 310,000; in the data active means inhibition above about 50%
Target sequence (O96028 whole entry, looked up): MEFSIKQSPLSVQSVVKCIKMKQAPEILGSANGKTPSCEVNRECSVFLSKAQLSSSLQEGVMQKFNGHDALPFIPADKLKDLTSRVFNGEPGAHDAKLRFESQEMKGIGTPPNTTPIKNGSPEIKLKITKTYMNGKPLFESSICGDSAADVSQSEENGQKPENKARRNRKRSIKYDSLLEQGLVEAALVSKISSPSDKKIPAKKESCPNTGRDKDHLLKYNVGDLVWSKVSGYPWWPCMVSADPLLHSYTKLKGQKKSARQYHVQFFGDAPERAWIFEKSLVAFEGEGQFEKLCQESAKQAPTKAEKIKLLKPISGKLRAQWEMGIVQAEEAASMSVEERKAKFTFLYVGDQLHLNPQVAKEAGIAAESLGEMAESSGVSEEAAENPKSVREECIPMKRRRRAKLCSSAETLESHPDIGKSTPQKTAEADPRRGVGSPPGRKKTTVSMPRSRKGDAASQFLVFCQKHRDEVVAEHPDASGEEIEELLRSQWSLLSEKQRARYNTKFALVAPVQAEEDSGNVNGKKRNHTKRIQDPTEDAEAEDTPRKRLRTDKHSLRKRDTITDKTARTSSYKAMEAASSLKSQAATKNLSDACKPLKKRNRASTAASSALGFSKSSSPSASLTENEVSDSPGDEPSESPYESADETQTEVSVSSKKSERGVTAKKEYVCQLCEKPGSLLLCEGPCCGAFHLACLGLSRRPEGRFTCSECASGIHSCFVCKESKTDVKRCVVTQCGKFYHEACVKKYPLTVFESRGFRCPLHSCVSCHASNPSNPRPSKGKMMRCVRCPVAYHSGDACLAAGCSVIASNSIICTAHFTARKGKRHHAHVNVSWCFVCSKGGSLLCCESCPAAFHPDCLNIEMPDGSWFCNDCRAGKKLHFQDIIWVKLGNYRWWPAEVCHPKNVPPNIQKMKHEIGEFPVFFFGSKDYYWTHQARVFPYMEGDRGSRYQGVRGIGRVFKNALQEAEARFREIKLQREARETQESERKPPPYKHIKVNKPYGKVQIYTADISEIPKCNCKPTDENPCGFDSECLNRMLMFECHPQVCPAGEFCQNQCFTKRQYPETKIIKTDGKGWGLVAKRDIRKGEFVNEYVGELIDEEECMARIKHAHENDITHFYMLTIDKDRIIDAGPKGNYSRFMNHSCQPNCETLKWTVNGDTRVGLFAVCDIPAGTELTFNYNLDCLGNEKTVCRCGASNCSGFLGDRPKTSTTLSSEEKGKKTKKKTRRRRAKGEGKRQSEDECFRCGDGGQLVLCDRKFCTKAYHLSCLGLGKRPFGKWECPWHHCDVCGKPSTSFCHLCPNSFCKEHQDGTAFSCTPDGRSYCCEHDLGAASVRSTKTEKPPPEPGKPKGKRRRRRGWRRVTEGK
RTF Ca sens act = cardiac RTF calcium sensitization. hit rate 0.24% among 340,000. activation, % at 7.2 µM. AID 493008. IANBD-labeled TnC RTF fluorescence at EC20 calcium; 0% EC20 calcium, 100% full calcium;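 active means activation above the mean over all tested compounds plus 3 SD, cut at about 30% in these data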;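 further: rise in fluorescence read as greater calcium sensitivity of cardiac thin filaments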
Rtt109 Vps75 = blocks Candida albicans Rtt109/Vps75 acetyltransferase activity. Q5AAJ8. purified Rtt109/Vps75, ThioGlo CoA-SH fluorescence, 4 h. inhibition, % at 34.9 µM. hit rate 0.16% among 330,000. AID 540336;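 active means inhibition of at least 50% in every replicate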
PvdQ acylase = P. aeruginosa PvdQ acylase inhibition; hit rate 0.063% among 340,000; AID 488965; inhibition, % at 10 µM; purified PvdQ acylase, fluorescence plate reader; in the data active means inhibition above about 30%, passing the limit was not always enough;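 further: 0% = vehicle neutral wells and 100% = reference inhibitor wells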
SUMO Mot1 rescue = SUMOylation pathway inhibition by Mot1-301 growth rescue; S. cerevisiae Mot1-301 growth rescue, ATP luminescence, 38.5C; percent above DMSO median, 100 means doubled; growth rescue, % at 18.8 µM; hit rate 1% among 320,000; AID 2716;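 active means every valid replicate shows activation above 250% relative to neutral control wells; inactive means the rest, any valid replicate at or below 250%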;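 further: OY570 slx delta 5 strain wells were the positive control but not used for scaling; some compounds called inactive have numbers as strong as hits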
Keap1 Nrf2 FP = inhibitors of human Keap1-Nrf2 protein-protein interaction | Q14145 | inhibition, % at 9.4 µM | Keap1 Kelch-Nrf2 peptide fluorescence polarization, 1536-well | hit rate 0.15% among 340,000; in the data active means inhibition above about 12%;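 further: human Keap1 Kelch domain with fluorescein labeled Nrf2 9mer peptide probe; 0% = neutral control wells and 100% = peptide positive control; higher means more block of Keap1 binding to Nrf2 peptide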
* marks the source's active call; other numbers are inactive results; x = not tested or not shown; & = joins results of further samples; ! = repeats disagree. Rows were taken by chance; overall some 3.2% were active at least once.

SMILES	PfHsp90 set2	RTF Ca sens inh	C-LANA FP	CDK5 p35 inh	dFosB activator	NSD2 HMT inh	RTF Ca sens act	Rtt109 Vps75	PvdQ acylase	SUMO Mot1 rescue	Keap1 Nrf2 FP
CCOc1ccc(C(=O)NC(C)CCc2ccccc2)cc1 (configuration not stated)	7	-6	8.2	2.6	-3	-2	1	5	-11	-32	3
Cc1cccc(N(CC(=O)NC(C)(C)C)C(=O)CNC(=O)c2cccs2)c1	-41	1	0.2	-1.4	-8	-6	3	1	-12	-1	-4
COc1cc2c(cc1OC)C(c1ccc(O)cc1)NCC2 (configuration not stated)	-22	-4	-0.1	-2.8	1	-4	5	1	-7	-7	-3
O=C(CN1CCN(c2nc(-c3ccccc3)cs2)CC1)NCc1ccc2c(c1)OCO2	-13	-6	-1.9	4.1	-1	-2	-7	-7	3	8	-9
O=C(/C=C/c1ccc([N+](=O)[O-])cc1)N(c1ccccn1)C1CCCCC1	-17	-22	0.2	-1.1	-5	1	6	1	4	-2	0
C[C@H](C(=O)CC(=O)OC(C)(C)C)[C@H](O)c1ccccc1	-4	-14	2.6	0.2	-6	x	0	-4	6	1	4
CCOc1ccc(C(=O)CCC(=O)Nc2ncccc2O)cc1	3	-14	1.7	0.6	-15	19	2	0	-2	29	-9
O=C(NCCc1cccs1)C1CC(c2ccccc2F)=NO1 (configuration not stated)	1	7	3.5	0.1	-4	x	-3	0	-3	41	4
CCc1ccc(CNCCSc2nnnn2C)cc1	x	-2	1.2	-1.6	-3	1	-6	2	-8	11	5
COCCCNC(=O)CCCn1c(=O)[nH]c2ccccc2c1=O	-35	8	-3.4	1.6	-3	-4	-6	-11	-11	-6	-5
COCCNC(=O)C(c1ccccc1F)N(C(=O)C(=O)NC1CCCC1)C1CCCCC1 (configuration not stated)	-39	-6	0.6	0.3	-9	-5	7	4	-5	-6	-5
CC1CCc2sc(C(=O)NNC(=S)NC3CC3)cc2C1 (configuration not stated)	-24	-5	2.5	1.8	-6	1	3	0	-10	-13	-3
COC(=O)c1ccc2c(=O)n(CC3CCCO3)c(SCC(=O)Nc3ccccc3Cl)nc2c1 (configuration not stated)	-6	-4	-0.9	0.7	5	0	-3	-1	-11	x	-5
Cc1ccc(NC(=O)Nc2nc(-c3ccc(C)s3)cs2)cc1	10	-4	-0.7	-3.2	-4	5	-2	4	-15	-12	-1
NS(=O)(=O)c1cc(C(=O)Nc2ccc3c(c2)OCCCO3)ccc1Cl	5	0	0.3	-0.5	0	29	-7	7	-6	8	-2
Cc1cccc[n+]1CC(=O)Nc1ccc([N+](=O)[O-])cc1Cl	8	0	0.8	-2.1	6	-1	5	7	-5	-13	-2
NC(=O)c1ccccc1N(Cc1ccccc1)S(=O)(=O)c1ccccc1	13	-5	-1.2	-0.8	-8	3	-1	-2	0	1	-1
COc1ccc(-c2nnn(CC(=O)NCCc3c[nH]c4ccccc34)n2)cc1OC	-4	-8	0.1	1.7	-10	-1	2	-1	-15	-12	-5
O=C(NCc1ccncc1)C(=O)NCC1OCCN1S(=O)(=O)c1ccc(F)cc1 (configuration not stated)	7	6	-0.1	0.2	-5	1	-1	-2	-16	-7	0
COc1ccc(NC(=O)CS(=O)(=O)c2ccc(F)cc2)cc1	-35	0	1.7	-1.5	-2	-4	5	4	-8	-10	-1
CN(CCOc1ccc(CC2SC(=O)NC2=O)cc1)c1ccccn1 (configuration not stated)	-5&17	-13&6	-2.6&14	0.5&0.1	1&-2	x	2&1	3&-4	-9&-4	26&11	45*!
O=C(CCCCC(=O)NNC(=O)COc1ccccc1)NNC(=O)COc1ccccc1	1	3	-1.4	6.7	2	-1	2	x	7	-5	-4
CCc1ccc(-c2cc(C(=O)N3N=C(C(F)F)CC3(O)C(F)F)c3ccccc3n2)cc1 (configuration not stated)	111*	-8	1.3	-2.6	-15	0	2	4	-6	24	-1
Cc1cc(C)n2nc(C(=O)OCC(=O)c3ccc(F)cc3)nc2n1	-3	-21	-0.5	0.4	-8	6	-9	-6	-10	2	-3
COc1ccc(S(=O)(=O)n2nc(-c3ccc(Cl)cc3)cc2N)cc1OC	7	1	1.5	0.7	-11	x	-6	3	6	388*	1
O=C(O)C(CCCCNS(=O)(=O)c1ccc(F)cc1)NS(=O)(=O)c1ccc(F)cc1 (configuration not stated)	11&20	-9&-11	-3.3&0.4	0.2&0.6	-8&3	-3&-1	-2&9	0&11	12&-20	-1&0	2&0
COc1ccc(-n2c(C)ccc2C)c([N+](=O)[O-])c1	-14	-11	0.9	-2.9	-14	3	1	4	-13	-12	5
CCOC(=O)c1oc2c(CN3CCCCC3C)c(O)ccc2c(=O)c1-c1ccc(OC)c(OC)c1 (configuration not stated)	-4	-1	0.5	-1.0	-3	-1	1	23	9	2	-1
O=C(COc1ncnc2ccc(Br)cc12)Nc1ccc(N2CCOCC2)cc1	1	-17	0.0	1.5	-7	x	-4	-3	-12	-13	-4
Cc1ccc(CNC(=O)C2c3ccccc3C(=O)N3CCc4ccccc4C23)o1 (configuration not stated)	14	0	0.2	0.3	-6	1	5	-10	4	6	-27
O=C(CCC(=O)N1CCOc2ccccc21)NCCCN1CCN(Cc2ccccc2)CC1	15	-8	0.4	-2.1	-5	x	0	5	-4	-19	5
O=C(NCc1ccc(F)cc1)C(c1ccncc1)N(C(=O)c1csnn1)C1CC1 (configuration not stated)	31	12	-0.3	x	-3	-4	-4	0	2	-8	0
Cc1cccc(C(=O)NCCN(C)C)c1	2	-1	-1.2	-1.3	-4	1	5	-19	-17	11	-4
C=C(C)c1cccc(C(C)(C)NC(=O)N2CCC(C)CC2)c1	4	6	-1.2	1.3	-1	6	-6	1	9	-12	-5
Cn1c(N)c(C(=O)CCl)c(=O)n(Cc2ccccc2)c1=O	2	-1	0.9	1.6	-4	x	5	-8	-14	10	-4
Cc1cc(C)c(S(=O)(=O)N2CCCC(C(=O)N3CCCC3)C2)c(C)c1 (configuration not stated)	-10	-1	1.6	2.1	-7	-1	2	-3	-14	1	-4
Cc1ccc(S(=O)(=O)N2CC(O)CC2C(=O)OCC(=O)Nc2ccc([N+](=O)[O-])cc2C(F)(F)F)cc1C (configuration not stated)	-15	0	0.0	2.8	-17	0	-1	4	-5	3	-2
CCOC(=O)N1CCN(C(=O)c2ccc3c(c2)NC(=O)C(N2CCOCC2)S3)CC1 (configuration not stated)	4	0	0.3	1.7	-14	-1	4	-16	-8	x	-7
O=S(=O)(NC(=NC1CCCCC1)c1ccccc1)c1ccccc1	-7	-2	-0.2	-3.5	-9	-1	-5	-7	-9	12	-5
C=C(C)c1nc(N)nc(N)n1	-16	-5	2.7	-1.9	-2	0	-2	-1	-10	-9	-3
CCN1CCN(Cc2ccc(NC(=O)c3cc(NC(=O)C(=O)c4c[nH]c5ccccc45)cc(OC)c3)cc2C(F)(F)F)CC1	-10	-5	0.6	0.7	-7	x	-1	10	-12	7	-3
COc1cc(C(=O)N=c2sccn2C)c([N+](=O)[O-])cc1OC	5	-3	-0.7	0.1	0	0	-4	4	1	-8	1
CCCCSc1nnc2nc(C)cc(C)n12	4	6	-0.5	0.8	-5	4	0	-2	1	5	-1
O=C(N/N=C/c1cccc([N+](=O)[O-])c1)c1ccc2c(c1)OCCO2	x	-6	-0.6	0.1	-5	2	-3	-4	10	-6	-6
COc1ccc(S(=O)(=O)N2CCN(c3ccc(C)cc3C)CC2)cc1OC	-4	1	-1.3	3.5	2	x	-3	-3	15	59	-1
O=C(COC(=O)c1cc([N+](=O)[O-])ccc1NCCO)NCc1cccs1	22	3	0.2	-3.1	1	-6	0	6	27	x	2
COc1ccc(NC(=O)C2CCCN2c2nn3c(=O)cc(C)nc3s2)cc1 (configuration not stated)	23	-3	0.3	-5.9	2	x	9	-5	-26	2	-7
CC1(OC(=O)CCc2ccccc2)C(=O)C=C2C=C(c3ccc(C#N)cc3)N(CCc3c[nH]c4ccccc34)C=C2C1=O (configuration not stated)	11	2	1.0	0.8	-9	x	-6	2	-2	6	1
COc1cc(OC)cc(C(=O)Nc2nc(CC(=O)NCCc3ccccc3)cs2)c1	24	-3	-2.8	-1.7	-21	2	-4	11	-2	-30	1
COC(=O)c1sc(S(=O)(=O)Nc2ccc(C)c(C)c2)c(C(=O)OC)c1C	-14	7	-1.0	-1.3	-3	50*	-3	x	3	441	0
COc1ccc(CC(=O)Oc2cc(C)[nH]c(=O)c2[N+](=O)[O-])cc1	-30	-6	-1.6	-2.6	0	1	2	5	-12	2	0
CSc1nnc(NC(=O)c2ccco2)s1	13	-5	0.3	-0.5	2	0	-6	1	-6	20	-2
CCOC(=O)c1sc2nc3c(cc2c1N)COC(C)(C)C3	9	-7	-1.0	-0.4	-10	x	4	-4	-5	-31	3
CCn1cc(C(=O)NC(=S)Nc2cccc(O)c2)cn1	8	-4	-0.5	0.5	-3	0	5	5	-9	2	-8
C#CCOC(=O)CN1C(=O)c2cccc3cccc(c23)C1=O	-5	0	0.5	0.5	4	1	0	-1	6	8	-3
COc1ccc(Cl)cc1NC(=O)CN(C)C(=O)CSc1ccc2c(c1)OCCO2	-24	-2	0.4	2.2	-7	-2	-3	-1	-12	-2	-2
CC(=O)[C@@H]1[C@@H](C(=O)c2ccc(F)cc2)[C@]2(C(=O)Nc3ccccc32)[C@H]2C=Cc3cc(F)ccc3N12	-1	-3	-0.1	1.6	-15	1	2	35	10	-10	-4
O=C(NCCCN1CCCCC1)C1CCC(CNS(=O)(=O)c2cccc3nsnc23)CC1 (configuration not stated)	2	-5	-2.0	1.3	-11	0	0	4	-14	x	-5
CN1/C(=C\C(=O)C(F)F)C(C)(C)c2ccccc21	-5	-10	0.8	-0.7	0	-2	-1	-14	-9	-19	4
Cc1nc2ccc(NC(=O)c3ccc([N+](=O)[O-])cc3)cc2[nH]1	-12	-10	1.6	-0.6	7	2	-2	4	-21	363	1
Cc1ccccc1N1CC(C(=O)N2CC(C)CC(C)C2)CC1=O (configuration not stated)	9	-4	0.8	1.7	-8	-2	2	0	-4	-1	-4

No new results follow: three of the compounds above.
SMILES	PfHsp90 set2	RTF Ca sens inh	C-LANA FP	CDK5 p35 inh	dFosB activator	NSD2 HMT inh	RTF Ca sens act	Rtt109 Vps75	PvdQ acylase	SUMO Mot1 rescue	Keap1 Nrf2 FP
CN1/C(=C\C(=O)C(F)F)C(C)(C)c2ccccc21	-5	-10	0.8	-0.7	0	-2	-1	-14	-9	-19	4
Cc1nc2ccc(NC(=O)c3ccc([N+](=O)[O-])cc3)cc2[nH]1	-12	-10	1.6	-0.6	7	2	-2	4	-21	363	1
Cc1ccccc1N1CC(C(=O)N2CC(C)CC(C)C2)CC1=O (configuration not stated)	9	-4	0.8	1.7	-8	-2	2	0	-4	-1	-4
